Eya2 phos inh – qHTS Assay for Inhibitors of the Phosphatase Activity of Eya2; recombinant Eya2, OMFP fluorescence dephosphorylation (OMFP is methylfluorescein phosphate); Protein phosphatase EYA2 (Homo sapiens), O00167; 330,000 compounds, 0.006% hits; Potency, µM (top dose mostly 76.9 µM), for the others: at the top dose activity, negative = inhibition, actives largely listed as inhibitors; further: potency means the concentration at half of the fitted maximal effect; on the % scale 0 is the no-effect control and ±100 the full control effect
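Eya2 (0.2 uM) preincubated 10 min at ambient with compound, then OMFP substrate added at 50 uM; 10 min reaction in 50 mM HEPES pH 7.5, 50 mM NaCl, 5 uM MgCl2, 0.05% BSA, 1 mM DTT. Fluorescence read at Ex 485/Em 525 nm.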
B2AR arrestin – qHTS assay of beta-arrestin-biased ligands of beta2-adrenergic receptor | Beta-2 adrenergic receptor (Homo sapiens), P07550 | beta-arrestin recruitment to beta2AR, cell-based reporter | Potency, µM (top dose mostly 46.1 µM), without a hit: at the top dose activation, hits mostly activators | 330,000 compounds, 0.02% hits;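 further: potency means the concentration at half of the fitted maximal effect; 0% = DMSO controls and full agonism = EC100 isoproterenol or metaproterenol; nearly all actives have a fitted effect of over 65% in size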
Target sequence (P07550 whole entry, looked up): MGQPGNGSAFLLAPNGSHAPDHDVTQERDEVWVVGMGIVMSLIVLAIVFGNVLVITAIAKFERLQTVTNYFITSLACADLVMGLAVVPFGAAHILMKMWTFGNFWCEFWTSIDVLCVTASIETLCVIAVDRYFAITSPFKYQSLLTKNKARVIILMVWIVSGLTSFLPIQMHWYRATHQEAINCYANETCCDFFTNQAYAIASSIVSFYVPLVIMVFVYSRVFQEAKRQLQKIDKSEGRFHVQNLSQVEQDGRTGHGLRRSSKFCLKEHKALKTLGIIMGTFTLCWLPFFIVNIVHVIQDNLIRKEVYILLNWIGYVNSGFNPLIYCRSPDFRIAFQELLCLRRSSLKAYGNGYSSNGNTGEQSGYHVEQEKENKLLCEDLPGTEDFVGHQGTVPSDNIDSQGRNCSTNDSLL
BRCA1 expr act – qHTS Assay to Identify Small Molecule Activators of BRCA1 Expression | MCF7-BRCA1-FFLuc reporter, luminescence, 48 h; response scale: scaled: vehicle 0%, 10 µM genistein 100% | AID 624202, 2012 | Potency, µM (series often up to 46.1 µM), for inactives: at the top dose activation, actives largely listed as activators | 380,000 compounds, 1.1% hits; further: potency means the concentration at half of the fitted maximal effect; nearly all actives have a fitted effect of over 80% in size; some results filed as inactive show a strong effect at the top dose
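Quantitative HTS in MCF7 cells stably reporting BRCA1 expression via firefly luciferase. Compound treatment lasts 48 h at 37 °C in phenol-red free MEM. Activation is expressed relative to genistein at 10 microM and DMSO.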
TRPV1 ag – HTS Assay for Compounds that Act as Agonists of the Vanilloid Receptor 1; Transient receptor potential cation channel subfamily V member 1 (Homo sapiens), Q8NER1; TRPV1-expressing cells, Fluo-8 calcium influx, agonist mode; activation, % at 8.33 µM; 320,000 compounds, 0.19% hits; AID 540275, 2011; in the data active means activation above about 80%; inconclusive means between about 30% and that limit; further: 0% is about no effect
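TRPV1-expressing cells were cultured overnight at 35.5C and loaded with Fluo-8 calcium dye for 40 to 90 min at room temperature. After a 10 s baseline, compound was added and calcium influx was read kinetically for 3 min (ex 480/em 520 nm).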
p53 reactivation – qHTS assay for re-activators of p53 using a Luc reporter. 320,000 compounds, 0.063% hits. Potency, µM (titrated, usually from 92.2 µM), without a hit: top-dose activity change, positive = activation, hits mostly activators. H1299 p53-A138V BP100-luciferase reporter, luminescence, 24 h; further: potency means the concentration at half of the fitted maximal effect; % of control where 0% means no effect; nearly all actives have a fitted effect of over 45% in size
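H1299 (p53-null), stable ts p53-A138V + BP100-Luc; 1000 cells/well, Opti-MEM/10% FBS; cpd 4 pt, 1:5; 24 h, 37 deg C, 5% CO2; detection reagent 10 min RT; luminescence.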
USP2a inh – qHTS Assay for Inhibitors of Ubiquitin-specific Protease USP2a Using CHOP2 as the Reporter | Ubiquitin carboxyl-terminal hydrolase 2 (Homo sapiens), O75604 | USP2 core, Ub-CHOP2 coupled fluorogenic reporter, 485/531 | Potency, µM (top dose mostly 38.3 µM), inactives show top-dose activity change, negative = inhibition, most hits filed as inhibitors | 330,000 compounds, 0.01% hits | AID 463254, 2010;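 further: potency means the concentration at half of the fitted maximal effect; plate controls were DMSO wells for no effect and full inhibition by NEM control for full effect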
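USP2 core (10nM final) preincubated 30min RT with compound in 20mM Tris-HCl pH 8.0, 2mM CaCl2, 2mM beta-mercaptoethanol, 0.05% CHAPS; 25nM Ub-CHOP2 plus 25nM reporter substrate added, fluorescence (Ex485/Em531) read after 60min.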
ASM inhibitor – Inhibitors of Secretory Acid Sphingomyelinase (S-ASM): qHTS. placental ASM, HMU-PC fluorogenic substrate, 60 min. Potency, µM (top dose mostly 57.5 µM), for inactives: top-dose activity change, negative = inhibition, usual class: inhibitors. 340,000 compounds, 0.006% hits. Sphingomyelin phosphodiesterase (Homo sapiens), P17405; further: potency means the concentration at half of the fitted maximal effect
Target sequence (P17405 47-631 limits assumed): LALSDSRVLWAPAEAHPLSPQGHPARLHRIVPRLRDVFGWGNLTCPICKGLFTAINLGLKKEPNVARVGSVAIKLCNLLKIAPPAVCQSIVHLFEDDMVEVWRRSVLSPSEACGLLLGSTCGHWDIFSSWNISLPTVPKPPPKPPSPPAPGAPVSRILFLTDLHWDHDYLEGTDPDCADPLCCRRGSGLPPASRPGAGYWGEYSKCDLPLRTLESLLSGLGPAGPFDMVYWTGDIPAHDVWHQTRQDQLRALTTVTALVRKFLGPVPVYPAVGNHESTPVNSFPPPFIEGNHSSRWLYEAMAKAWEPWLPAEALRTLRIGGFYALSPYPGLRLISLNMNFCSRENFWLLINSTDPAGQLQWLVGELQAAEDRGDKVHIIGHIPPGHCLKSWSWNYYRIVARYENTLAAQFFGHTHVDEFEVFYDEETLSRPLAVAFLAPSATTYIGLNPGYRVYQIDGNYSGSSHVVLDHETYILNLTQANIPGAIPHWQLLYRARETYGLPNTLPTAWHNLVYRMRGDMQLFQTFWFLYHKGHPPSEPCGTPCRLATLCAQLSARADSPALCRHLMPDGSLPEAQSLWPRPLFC
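Fluorescence read-out (Ex 386 nm, Em 447 nm) after stopping the reaction at pH 10. Enzyme: ASM from human placenta; substrate HMU-PC0, 9 uM final; 60 min, 37 °C. Compound preincubation 10 min, ambient temperature.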
Integrin act MD – qHTS for Activators of Integrin-Mediated Alleviation for Muscular Dystrophy; alpha7betagal myoblasts, beta-gal FDG fluorescence, 48 h; 350,000 compounds, 0.064% hits; Potency, µM (titrated, usually from 38.3 µM), inactives show at the highest dose activation, usual class: activators; AID 624291, 2012;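 further: potency means the concentration at half of the fitted maximal effect; 100% = response of the positive control SU9516; nearly all actives have a fitted effect of over 60% in size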
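alpha7betagal+/- myoblasts (passage 13, 250/well) treated 48 h at 37C with compounds at 1:260 dilution of DMSO stock. Lysed, then beta-galactosidase activity read as FDG fluorescence (ex 480/em 540) after 30 min, with pre-read for autofluorescence.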
ELG1 genotox – qHTS screen for small molecules that induce genotoxicity in human embryonic kidney (HEK293T) cells expressing luciferase-tagged ELG1. Potency, µM (series often up to 46 µM), for inactives: at the highest dose activity change, positive = activation, actives largely listed as activators. HEK293T ELG1-luciferase reporter, luminescence, 16 h. AID 504466, 2011. 330,000 compounds, 1.3% hits; further: potency means the concentration at half of the fitted maximal effect; % of control where 0% means no effect; nearly all actives have a fitted effect of over 60% in size
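Luminescence read-out: rising ELG1-luciferase signal, reflecting elevated ELG1 protein under genetic stress, flags genotoxic compounds. Cells were treated for 16 hr at 37 °C before ONE-Glo detection.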
uPA generation – qHTS for Inhibitors of Cell Surface uPA Generation; cell surface uPA generation assay, qHTS; Potency, µM (top dose mostly 38.3 µM), inactives show at the top dose activity change, negative = inhibition, most hits filed as inhibitors; 330,000 compounds, 0.31% hits; AID 540303, 2011; active means well fitted inhibition curve with a large enough effect; inconclusive means small, poorly fitted or top-dose-only effect; inactive means no such curve, though single readings can be large or run the other way; tested in mouse RAW 264.7 cells; further: potency means the concentration at half of the fitted maximal effect; on the % scale 0 is the no-effect control and ±100 the full control effect; nearly all actives have a fitted effect of over 55% in size
TSG101-PTAP inh – qHTS Assay for Iinhibitors of HIV-1 Budding by Blocking the Interaction of PTAP/TSG101; Fluorescence polarization, FITC-PTAP peptide / Tsg101 binding; AID 493005, 2010; 340,000 tested, under 10 active; Potency, µM (top dose mostly 115 µM), without a hit: at the highest dose activity change, negative = inhibition, hits mostly inhibitors; active means well fitted inhibition curve with a large enough effect in the main read-out, with a control signal flat, not every such curve was filed as active; inconclusive means small, poorly fitted or top-dose-only effect, or effect the other way, or a change in a side signal; inactive means no such curve, though single readings can be large or run the other way; further: potency means the concentration at half of the fitted maximal effect; % of control where 0% means no effect
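Tsg101 binding domain (10 uM final) was mixed with compound and a FITC-labeled PTAP peptide (50 nM final) in HEPES pH 7.5 buffer with NaCl, Tween 20, EDTA and TCEP; fluorescence polarization was read after 20 min at r.t.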
Starred values were filed as active, the others as inactive; [ ] = remark or other dose. Unless noted, the call rests on the fitted dose curve; in most records, active means well fitted curve in the direction sought with a large enough effect; inconclusive means small, poorly fitted or top-dose-only effect, or another doubt; inactive means no such curve, though single readings can be large; an effect the other way counts as inactive or inconclusive.

Screening Cc1noc(C)c1NC(=O)N(C)C[C@H]1Oc2c(NC(=O)NC(C)C)cccc2C(=O)N([C@H](C)CO)C[C@@H]1C returned Eya2 phos inh 3%, B2AR arrestin -0.2%, BRCA1 expr act 11%, p53 reactivation 4%, USP2a inh 6%, ASM inhibitor 3%, Integrin act MD 0%, ELG1 genotox 3%, uPA generation 5% and TSG101-PTAP inh -1%.
For COCc1cc(C)nc(SCC(=O)N2CCC(C)CC2)c1C#N the results were Eya2 phos inh 3%, B2AR arrestin 0.0%, BRCA1 expr act 1%, TRPV1 ag -2, p53 reactivation 6%, USP2a inh -6%, ASM inhibitor 8%, Integrin act MD 3%, ELG1 genotox 1% and TSG101-PTAP inh -3%.
Screening Cc1ccc(S(=O)(=O)N(CC(=O)NCc2cccnc2)c2ccc(F)cc2)cc1 returned Eya2 phos inh -17%, B2AR arrestin -0.6%, BRCA1 expr act -12%, TRPV1 ag 5, p53 reactivation 3%, USP2a inh 1%, ASM inhibitor 7%, Integrin act MD inconclusive, ELG1 genotox -20%, uPA generation 1% and TSG101-PTAP inh -5%.
For O=C(NCCN1CCN(C(=O)c2ccc(F)cc2)CC1)c1ccc(F)cc1 the results were Eya2 phos inh -11%, B2AR arrestin 0.3%, BRCA1 expr act -4%, TRPV1 ag -1, p53 reactivation -7%, USP2a inh 1%, ASM inhibitor 2%, Integrin act MD -12%, ELG1 genotox 0%, uPA generation -1% and TSG101-PTAP inh -2%.
O=C(CSc1nnc(COc2ccccc2)n1Cc1ccco1)NCc1ccco1 was read as Eya2 phos inh 30%, B2AR arrestin 0.1%, BRCA1 expr act 10%, TRPV1 ag -1, p53 reactivation -6%, USP2a inh 0%, ASM inhibitor -8%, Integrin act MD -38%, ELG1 genotox 2%, uPA generation -6% and TSG101-PTAP inh -4%.
Cn1c(Cn2c3ccccc3c3ccccc32)n[nH]c1=S was read as Eya2 phos inh 7%, B2AR arrestin -0.4%, BRCA1 expr act 1%, TRPV1 ag 5, p53 reactivation -7%, USP2a inh 8%, ASM inhibitor 7%, Integrin act MD 0%, ELG1 genotox -6%, uPA generation 5% and TSG101-PTAP inh -3%.
O=C(CSc1nc2ccccc2c(=O)[nH]1)Nc1nc(-c2ccc(Br)cc2)cs1 was read as Eya2 phos inh 5%, B2AR arrestin -0.7%, BRCA1 expr act -21%, TRPV1 ag 4, p53 reactivation 2%, USP2a inh -3%, ASM inhibitor -3%, Integrin act MD -2%, ELG1 genotox inconclusive, uPA generation -20% and TSG101-PTAP inh -1%.
Screening O=C(NNC(=O)C1CC1)c1ccc(F)cc1F returned Eya2 phos inh -16%, B2AR arrestin -1.9%, BRCA1 expr act -3%, p53 reactivation 3%, USP2a inh 0%, ASM inhibitor 10%, Integrin act MD 7%, ELG1 genotox -3%, uPA generation 4% and TSG101-PTAP inh -5%.
For CCCCCCn1c(SCCC)nc2c1c(=O)[nH]c(=O)n2C the results were Eya2 phos inh 4%, B2AR arrestin -0.7%, BRCA1 expr act -49%, TRPV1 ag 11, p53 reactivation -10%, USP2a inh -2%, ASM inhibitor -2%, Integrin act MD 30%, ELG1 genotox 11%, uPA generation -2% and TSG101-PTAP inh -1%.
`Cc1nnc(SCC(=O)Nc2ccc(Br)cn2)[nH]c1=O` gave Eya2 phos inh -6%, B2AR arrestin -0.1%, BRCA1 expr act 1%, TRPV1 ag 3, p53 reactivation 13%, USP2a inh 0%, ASM inhibitor -2%, Integrin act MD 12%, ELG1 genotox 0%, uPA generation -5% and TSG101-PTAP inh 1%.
`O=C(Cc1cccc2ccccc12)NCCOc1ccccc1F` gave Eya2 phos inh 4%, B2AR arrestin -0.4%, BRCA1 expr act -10%, TRPV1 ag -1, p53 reactivation 16%, USP2a inh -12%, ASM inhibitor 4%, Integrin act MD 21%, ELG1 genotox -2%, uPA generation 1% and TSG101-PTAP inh -1%.
`O=C(O)c1c2c(nc3ccccc13)/C(=C/c1ccc(OC(F)F)cc1)CCC2` gave Eya2 phos inh 4%, B2AR arrestin 0.0%, BRCA1 expr act inconclusive, TRPV1 ag 0, p53 reactivation inconclusive, USP2a inh -5%, ASM inhibitor 33%[activator], Integrin act MD 3%, ELG1 genotox inconclusive, uPA generation -4% and TSG101-PTAP inh -3%.
Screening CC(C)(C)c1ccc(/C=C2\Oc3c(ccc(O)c3CN3CCN(CCO)CC3)C2=O)cc1 returned Eya2 phos inh -12%, B2AR arrestin -0.4%, BRCA1 expr act -3%, TRPV1 ag 17, p53 reactivation -3%, USP2a inh 20%, ASM inhibitor 18%, Integrin act MD -23%, ELG1 genotox 2%, uPA generation 4% and TSG101-PTAP inh inconclusive.
Screening O=C(COc1ncnc2ccccc12)N1CCN(S(=O)(=O)c2ccccc2)CC1 returned Eya2 phos inh 2%, B2AR arrestin -0.3%, BRCA1 expr act 8%, TRPV1 ag -1, p53 reactivation 1%, USP2a inh 3%, ASM inhibitor 0%, Integrin act MD -8%, ELG1 genotox -5%, uPA generation 0% and TSG101-PTAP inh -6%.
Cc1nc2ccc(C(=O)N3CCCC(CO)(Cc4ccc(F)cc4F)C3)cc2nc1C (configuration not stated) was read as Eya2 phos inh -9%, B2AR arrestin -0.8%, BRCA1 expr act -17%, TRPV1 ag 14, p53 reactivation -10%, USP2a inh -1%, ASM inhibitor -6%, Integrin act MD 10%, ELG1 genotox -6%, uPA generation 9% and TSG101-PTAP inh -6%.
Screening COc1cc(C(=O)NNC(=O)c2n[nH]c3ccccc23)cc(OC)c1OC returned Eya2 phos inh -2%, B2AR arrestin 0.0%, BRCA1 expr act -5%, TRPV1 ag -3, p53 reactivation 5%, USP2a inh -1%, ASM inhibitor 5%, Integrin act MD 5%, ELG1 genotox -3%, uPA generation 2% and TSG101-PTAP inh -2%.
For CC(C)Nc1ncnc2ccc(Br)cc12 the results were Eya2 phos inh 4%, B2AR arrestin -1.7%, BRCA1 expr act -43%, TRPV1 ag 3, p53 reactivation -11%, USP2a inh 2%, ASM inhibitor 12%, Integrin act MD -38%, ELG1 genotox -12%, uPA generation -7% and TSG101-PTAP inh -4%.
For CNC(=O)NC(=O)C(c1ccccc1)N(C)CC1COc2ccccc2O1 (configuration not stated) the results were Eya2 phos inh 2%, B2AR arrestin -0.1%, BRCA1 expr act -2%, TRPV1 ag 3, p53 reactivation -5%, USP2a inh 3%, ASM inhibitor -3%, Integrin act MD -3%, ELG1 genotox -1%, uPA generation 3% and TSG101-PTAP inh -1%.
For O=C(COC(=O)CC1CC2CCC1C2)Nc1ccc(F)cc1 (configuration not stated) the results were Eya2 phos inh -4%, B2AR arrestin -0.8%, BRCA1 expr act 41%, TRPV1 ag inconclusive, p53 reactivation 4%, USP2a inh -1%, ASM inhibitor -2%, Integrin act MD -16%, ELG1 genotox 0%, uPA generation 14% and TSG101-PTAP inh -4%.
For CC(C)CN(C(=O)CN(C)C(=O)Cc1ccc(Cl)cc1)c1c(N)n(CC(C)C)c(=O)[nH]c1=O the results were Eya2 phos inh 6%, B2AR arrestin -0.5%, BRCA1 expr act -14%, TRPV1 ag -3, p53 reactivation 0%, USP2a inh 0%, ASM inhibitor 0%, Integrin act MD 19%, ELG1 genotox 5%, uPA generation 1% and TSG101-PTAP inh 0%.
`Cc1ccc(S(=O)(=O)NC(=NC(C)C(=O)O)c2ccccc2)cc1` (configuration not stated) gave Eya2 phos inh 13%, B2AR arrestin -0.1%, BRCA1 expr act -1%, TRPV1 ag 0, p53 reactivation -1%, USP2a inh -1%, ASM inhibitor -1%, Integrin act MD 3%, ELG1 genotox 0%, uPA generation 6% and TSG101-PTAP inh -4%.

From PubChem BioAssay
